Bioassay records deposited in PubChem by Dana-Farber Cancer Institute and Novartis Institutes for BioMedical Research (Cambridge, Mass).
OTUD3 inh: inhibitors of human OTUD3 deubiquitinase; purified OTUD3, Ub-rhodamine fluorescence, 2 h; AID 1645858; 47,000 compounds, 0.7% hits; Q5T2D3; inhibition, % at 25 µM
Target sequence (Q5T2D3 whole entry, looked up): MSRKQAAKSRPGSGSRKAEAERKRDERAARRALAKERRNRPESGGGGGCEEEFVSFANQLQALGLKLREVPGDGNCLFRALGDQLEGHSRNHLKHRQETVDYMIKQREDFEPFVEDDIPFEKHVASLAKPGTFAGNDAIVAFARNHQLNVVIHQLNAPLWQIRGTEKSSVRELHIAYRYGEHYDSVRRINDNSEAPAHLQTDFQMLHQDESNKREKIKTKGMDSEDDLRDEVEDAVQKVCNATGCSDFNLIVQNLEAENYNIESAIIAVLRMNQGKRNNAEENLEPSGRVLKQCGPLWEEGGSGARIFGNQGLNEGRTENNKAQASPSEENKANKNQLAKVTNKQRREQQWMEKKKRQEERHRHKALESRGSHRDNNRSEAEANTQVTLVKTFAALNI
UCHL1 inh: inhibitors of human UCHL1 deubiquitinase. 47,000 compounds, 0.2% hits. purified UCHL1, Ub-rhodamine cleavage fluorescence. inhibition, % at 20 µM
Target sequence (P09936 whole entry, looked up): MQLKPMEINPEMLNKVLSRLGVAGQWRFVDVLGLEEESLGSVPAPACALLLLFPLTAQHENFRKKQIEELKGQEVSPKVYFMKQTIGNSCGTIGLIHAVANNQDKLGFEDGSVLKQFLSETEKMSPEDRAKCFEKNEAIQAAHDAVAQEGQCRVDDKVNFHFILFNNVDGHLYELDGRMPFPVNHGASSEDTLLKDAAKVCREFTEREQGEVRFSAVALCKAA
USP28 block: inhibitors of human USP28 deubiquitinase; Q96RU2; purified USP28, Ub-rhodamine cleavage fluorescence, 30 min; inhibition, % at 25 µM; 47,000 compounds, 3% hits; AID 1645857
USP8 block: blocks human USP8 ubiquitin-rhodamine cleavage. P40818. purified USP8, Ub-rhodamine cleavage fluorescence, 30 min. inhibition, % at 20 µM. 47,000 compounds, 4.2% hits
USP7 block: blocks human USP7 ubiquitin-rhodamine cleavage | 47,000 compounds, 0.3% hits | Q93009 | purified USP7, Ub-rhodamine cleavage fluorescence | AID 1645854 | inhibition, % at 20 µM
USP30 block: human USP30 deubiquitinase inhibition; AID 1645860; inhibition, % at 25 µM; 47,000 compounds, 5.3% hits; purified USP30, Ub-rhodamine cleavage fluorescence
USP10 inh: inhibitors of human USP10 deubiquitinase; Q14694; purified USP10, Ub-rhodamine fluorescence, 60 min; inhibition, % at 20 µM; 47,000 compounds, 1.1% hits
USP17 block: blocks human USP17 ubiquitin-rhodamine cleavage; A8MUK1; purified USP17, Ub-rhodamine cleavage fluorescence, 3 h; inhibition, % at 50 µM; 47,000 compounds, 6.5% hits; AID 1645855
* marks the source's active call; other numbers are inactive results; i = inactive; . = no result given. Rule as the data show it: active = inhibition above about 30%; inactive = the rest.

cpd	SMILES	OTUD3 inh	UCHL1 inh	USP28 block	USP8 block	USP7 block	USP30 block	USP10 inh	USP17 block
1	COc1ccc(-c2cnc3ncnn3c2C)cc1OC	2.1	-1.6	-0.7	1.4	1.1	5.8	1.0	-0.1
2	CC(=O)N1CCSc2ccc(S(=O)(=O)Nc3cc(Cl)ccc3C)cc21	-5.4	-1.8	-10.2	-2.2	-1.3	6.8	0.0	-15.0
3	O=C(COc1ccccc1C(=O)Nc1ccccc1)Nc1ccc2[nH]c(=O)[nH]c2c1	-7.1	1.7	-0.4	-6.4	-7.7	-27.0	-2.3	37.8*
4	COc1nccnc1NC1CCN(C(=O)c2n[nH]c3c2CCCC3)CC1	2.0	3.2	5.2	10.2	1.9	10.8	0.2	1.1
5	Nn1c(SCC(=O)Nc2ccccc2)nnc1-c1cccnc1	-9.6	-2.9	-8.6	-7.6	-1.2	0.0	0.2	-8.5
6	COc1cc2c(cc1OC)-c1cc(Nc3ccccc3C)nc(=O)n1CC2	11.4	5.2	-7.7	4.4	4.9	19.3	3.0	-4.7
7	O=C(COc1ccc(Cl)cc1Cl)Nc1ccc2sccc2c1	-2.6	-2.2	0.1	4.0	8.9	46.4*	7.9	41.5*
8	CC1=C(C(=O)Nc2ccc(C)cc2)C(c2ccncc2)n2c(nc3ccccc32)N1 (stereo not drawn)	-19.3	0.2	1.1	-2.2	-2.4	0.9	-1.8	-7.1
9	O=C(Nc1ccc(CN2CCOCC2)cc1)c1cc2cc(Br)ccc2o1	-11.5	6.3	46.6*	1.6	3.2	-34.1	-1.6	5.4
10	COCCN1CCc2c(cccc2-n2nnc(C(=O)NCC3CCCCC3)c2C)C1	-9.9	-2.4	-16.9	-155.9	-1.0	-37.2	-6.4	-36.6
11	CN(Cc1ccccc1)C(=O)C1=NOC2(CCNC2)C1 (stereo not drawn)	11.7	0.3	6.1	-52.1	2.8	22.2	-0.1	0.7
12	CC(CC(=O)N1CCc2ccccc2C1)S(=O)(=O)c1ccc2c(c1)NC(=O)CCS2 (stereo not drawn)	-3.4	-1.9	17.0	-45.0	-3.5	-20.4	-2.8	9.1
13	Cc1cccc(CN2CCCC(c3nccnc3Nc3cnccn3)C2)n1 (stereo not drawn)	-10.1	-5.1	-17.4	-18.4	1.6	-62.6	-4.7	-17.6
14	CCn1cc(-c2csc(N)n2)c(C)n1	-9.6	-2.7	-15.4	-124.4	-0.3	-42.8	-3.0	-17.7
15	COc1ccccc1-c1nc(SCC(=O)N2CCCC2)c2c(=O)n(C)c(=O)n(C)c2n1	5.0	4.2	-0.1	-13.4	1.2	18.2	2.4	12.5
16	O=C(Cn1c(=O)n(CCC(=O)NC2CCCC2)c(=O)c2ccccc21)Nc1ccc(Br)cc1F	-4.9	-2.5	-12.9	-4.1	-3.0	-19.0	4.2	-7.5
17	COc1cccc(N2CCN(C(=O)C3CCN(c4nc(NC(C)=O)ns4)CC3)CC2)c1	-14.1	-2.6	-4.1	-46.6	0.2	-3.2	-3.5	69.4*
18	COc1ccccc1NC(=O)c1cccc(N2CCCN(Cc3ccccc3C)C2=O)c1	12.9	4.4	12.7	0.0	6.3	29.1	4.3	12.1
19	CC(C)c1ccc(Sc2ccc(N3CCC(C(=O)O)CC3)nn2)cc1	-2.9	1.1	6.0	14.2	1.2	19.3	1.5	15.3
20	Cn1nc(CN2CCCCC2)c2c1CN(C(=O)Nc1ccccc1F)C2	0.2	0.0	1.5	-20.5	-0.1	1.9	0.1	-4.2
21	Cc1ccc2c(Nc3cccc(C#N)c3)c(C(=O)N3CCOCC3)cnc2n1	-5.0	-43.0	.	-23.8	-34.6	.	-6.0	-93.9
22	O=C(Nc1nnc(-c2ccccc2)o1)C1CCN(C(=O)c2ccc(F)cc2)CC1	-4.9	-2.1	8.0	-26.1	-0.1	1.7	-1.1	-2.4
23	CC(=O)c1cccc(-n2c(=O)c3c4c(sc3n(CC(=O)c3ccc(F)cc3)c2=O)CN(C(C)=O)CC4)c1	-0.1	-1.4	.	-16.2	-6.1	.	-3.0	21.0
24	CS(=O)(=O)N1CCC(C(=O)NC2CC2)Oc2ccc(Cl)cc21 (stereo not drawn)	-9.0	-3.0	-0.6	0.8	1.4	-3.6	4.0	-2.9
25	COc1ccc(C2CC(=O)Nc3c2sc(C(=O)O)c3-c2ccc(C)cc2)cc1 (stereo not drawn)	2.9	1.9	7.2	11.8	1.7	24.4	0.8	2.4
26	COCCNc1nn2c(-c3ccc4ccccc4c3)cnc2s1	5.5	1.7	8.3	2.3	1.5	30.2*	1.7	13.7
27	COc1ccc(-c2nc(Cn3cnc4ccccc4c3=O)no2)cc1	-3.9	-8.8	15.6	-17.5	-9.8	-141.3	-4.3	-20.6
28	O=C(Cc1c[nH]c2ccccc12)NC1(c2nc(-c3ccncc3)no2)CCCCC1	-15.9	-3.6	-18.9	-16.3	-26.0	-28.5	-2.6	-13.0
29	CN(C(=O)CSc1nnc(-c2ccncc2)o1)C1CCCCC1	0.8	1.0	.	-1.4	1.1	.	1.5	7.1
30	Cc1cc(Nc2ccc(C)c(F)c2)n2ncnc2n1	-12.9	-0.2	0.3	-9.4	-6.1	-16.8	-0.2	-8.8

The last two entries of the part before are carried over, then new ones follow:
cpd	SMILES	OTUD3 inh	UCHL1 inh	USP28 block	USP8 block	USP7 block	USP30 block	USP10 inh	USP17 block
29	CN(C(=O)CSc1nnc(-c2ccncc2)o1)C1CCCCC1	0.8	1.0	.	-1.4	1.1	.	1.5	7.1
30	Cc1cc(Nc2ccc(C)c(F)c2)n2ncnc2n1	-12.9	-0.2	0.3	-9.4	-6.1	-16.8	-0.2	-8.8
31	COc1ccc(CC(=O)Nc2cc(=O)[nH]c3nc(-c4ccccc4C)nn23)cc1	-15.3	-1.7	-7.1	0.0	2.5	-26.8	9.4	6.1
32	COc1ccccc1CNC(=O)C1CCN(S(C)(=O)=O)c2ccccc2O1 (stereo not drawn)	6.3	1.7	-0.7	4.8	-2.7	19.5	-1.3	1.4
33	O=C(CCCCn1c(=O)c2ccccc2n(Cc2ccccc2F)c1=O)NCCc1ccccc1	0.5	0.9	2.7	17.4	2.1	-0.3	10.5	55.6*
34	CN(C(=O)CSc1ncnc2c1sc1nc(N3CCOCC3)c3c(c12)CC(C)(C)OC3)c1ccccc1	9.2	3.9	5.6	0.2	0.4	1.3	-1.3	-0.6
35	O=[N+]([O-])c1cccnc1Sc1ncccn1	-0.2	-3.6	-10.9	-117.8	-13.1	-10.3	0.9	-14.1
36	CCCCNc1ccccc1C(=O)OCc1nnc(-c2cc(-c3ccc(OC)c(OC)c3)nc3ccccc23)o1	-7.3	0.0	-8.9	72.1*	1.7	-37.3	-4.1	8.8
37	Cc1ccc(NC(=O)CC2C(=O)N(Cc3ccccn3)c3nc4ccccc4n32)cc1 (stereo not drawn)	2.4	4.1	0.6	3.3	-6.6	13.8	2.5	0.0
38	Cc1ccc(-c2noc(C3CCN(C(=O)Nc4cc(C)cc(C)c4)CC3)n2)cc1	-5.0	0.2	-8.7	-8.7	6.2	5.5	2.8	-3.6
39	CCc1ccccc1NC(=O)NCCc1cn(C)c2ncccc12	-10.1	-1.5	-6.0	-15.9	-1.6	-12.5	-1.9	.
40	CC(C)=CCC/C(C)=C/CC/C(C)=C/Cc1c(C)cc(O)cc1O	17.6	8.3	32.2*	8.0	7.8	27.2	18.8	38.7*
41	O=c1c(Cc2ccccc2)c(O)ccn1Cc1cccs1	9.7	2.0	4.6	4.8	1.2	-21.9	0.8	5.0
42	COc1ccc2c(c1)CCc1c-2n[nH]c1C(=O)N1CCC(Cc2ccccc2)CC1	4.4	8.6	0.8	-7.9	11.1	6.2	10.0	9.0
43	CCCCCNC(=O)c1ccc(Cl)c(S(=O)(=O)Nc2ccc(C)c(C)c2)c1	2.4	9.8	13.8	18.3	-4.5	2.7	10.5	3.7
44	COc1ccccc1CC(=O)Nc1ccc2nc(C)sc2c1	-2.4	-0.7	0.8	-0.8	-0.1	-30.9	-2.9	-5.1
45	OC1CCN(c2cc(-c3ccccc3)nc(-c3ccccn3)n2)CC1	-0.1	-0.8	-2.0	-22.7	-1.3	2.1	1.5	-5.1
46	Cc1ccc(Nc2nc(N3CCCC3)nc3c2cnn3C)cc1Cl	7.9	0.4	5.4	16.9	8.8	7.8	-6.0	18.5
47	CCn1nc(C)cc1C(=O)N1C[C@H](OCC2CC2)[C@H]2OCCC[C@H]21	-8.3	-4.6	0.2	-60.8	-7.7	-7.2	0.0	-14.8
48	Cc1nn(Cc2ccccc2)c(C)c1CN1CCC2(CC1)Nc1ccccc1C1=NCCN12	-21.7	-4.1	-20.3	-19.6	-3.2	-114.0	-2.8	-37.9
49	O=C(CC1C(=O)NCCN1C(=O)Nc1ccc(F)cc1F)Nc1ccc(F)cc1 (stereo not drawn)	-2.1	4.4	0.1	4.4	-42.9	5.1	2.1	3.1
50	O=C(c1cccnn1)N1CCCC1c1ncc(Cc2ccc(F)cc2)o1 (stereo not drawn)	6.9	0.9	10.2	1.5	-0.7	4.8	-1.0	13.7
51	COc1ccc(CNC(=O)CCc2nnc3n(Cc4ccccc4Cl)c(=O)c4ccccc4n23)cc1	33.2*	9.0	36.2*	38.4*	7.0	39.7*	14.4	43.2*
52	CC(=O)N[C@@]12CCN(CC(=O)Nc3cccc(C)c3C)C[C@@H]1[C@@H](c1ccccc1)N(C(C)=O)C2	10.2	-1.3	1.0	4.6	-10.7	9.8	-0.4	6.0
53	N#CCc1nc2sc3c(c2c(=O)[nH]1)CCCC3	-154.3	-159.4	-200.3	-13.9	-137.0	i	-6.4	-159.8
54	N#CNc1nc2ccccc2[nH]1	-0.2	-2.6	-5.1	-18.9	-0.5	0.9	-0.1	0.4
55	Fc1cccc(Cc2nnc(-c3cccnc3)o2)c1	-4.1	-3.0	0.1	2.2	-2.4	-20.4	-3.4	-3.8
56	CN1CCOc2cc(S(=O)(=O)N(C)Cc3ccccc3)ccc21	20.5	4.3	16.7	6.5	7.5	29.5	5.1	23.0
57	COc1ccc(CNc2cc(-n3nc(C)cc3C)ncn2)cc1	-5.5	2.5	0.8	-14.8	4.0	-6.2	2.4	-7.5
58	O=C(O)c1cccc(S(=O)(=O)NC2CCCc3ccccc32)c1 (stereo not drawn)	-3.8	0.7	-9.1	4.4	0.0	-28.8	3.9	-22.3
59	O=C(CSc1nnc(-c2cccnc2)o1)Nc1cccc(Cl)c1	9.1	1.2	15.4	1.8	-0.2	29.8	0.1	32.9*
60	CCOC(=O)[C@@H](NS(=O)(=O)c1ccc(F)c(Cl)c1)C(C)C	0.3	-5.4	-10.9	-12.7	-4.2	-16.6	-0.1	-9.8

Compound profiles, as listed above. Order of screens: OTUD3 inh	UCHL1 inh	USP28 block	USP8 block	USP7 block	USP30 block	USP10 inh	USP17 block
CC(C)=CCC/C(C)=C/CC/C(C)=C/Cc1c(C)cc(O)cc1O in the list: 17.6	8.3	32.2*	8.0	7.8	27.2	18.8	38.7*
O=C(c1cccnn1)N1CCCC1c1ncc(Cc2ccc(F)cc2)o1 (stereo not drawn) in the list: 6.9	0.9	10.2	1.5	-0.7	4.8	-1.0	13.7

Only USP30 block, UCHL1 inh and USP10 inh, for some of the entries so far:
#	Structure	USP30 block	UCHL1 inh	USP10 inh
55	Fc1cccc(Cc2nnc(-c3cccnc3)o2)c1	-20.4	-3.0	-3.4
5	Nn1c(SCC(=O)Nc2ccccc2)nnc1-c1cccnc1	0.0	-2.9	0.2
52	CC(=O)N[C@@]12CCN(CC(=O)Nc3cccc(C)c3C)C[C@@H]1[C@@H](c1ccccc1)N(C(C)=O)C2	9.8	-1.3	-0.4
